# Siah-1 displacement: Siah-1 peptide-binding antagonists, primary screen, biochemical, fluorescence polarization, rhodamine-plectin, uHTS (AID 1817); hit rate 0.02% among 290,000; E3 ubiquitin-protein ligase SIAH1 (Homo sapiens); one-dose displacement, % at 20 µM; IC50 in µM for titrated hits; Siah-1 / rhodamine-plectin peptide fluorescence polarization; higher % means a stronger effect;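 active = displacement of at least 50% at 20 µM, with a fluorescence ratio check between 0.3 and a set limit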;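 also: plate controls were Siah plus tracer with DMSO for no effect and tracer alone without Siah for full effect; strong numbers were not always called active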
# Hep lipid drop: inhibitors of hepatocyte lipid droplet formation, primary screen, imaging, high-throughput imaging, BODIPY stain; hit rate 0.4% among 240,000; AML12 mouse hepatocytes, oleate lipid droplets; inhibition, % at 6.5 µM;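 active = lipid droplet intensity inhibited by at least 50%, with more than 500 cells counted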
#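 System: AML12 hepatocytes (mouse). Probe or stimulus: oleic acid at 100 µM to induce lipid droplet formation. Times: overnight treatment with compound plus oleate. Detection: Image-based BODIPY and DAPI two-channel analysis. Evaluation: percent inhibition of filter-corrected integrated lipid droplet intensity per well.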
# ER stress rescue: rescue of cells from ER stress-induced death, primary screen, 384-well, CSM14.1, thapsigargin, ATP luminescence (AID 1222) | CSM14.1 thapsigargin-induced death rescue, ATP luminescence; higher % means a stronger effect | cellular ATP content (survival), % at 20 µM; hits with a dose series show EC50 in µM | 190,000 tested, under 10 active;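 active = EC50 below 50 µM in the dose-response confirmation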;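 also: death triggered by thapsigargin at about 15 µM added after 2 h compound pretreatment; cell ATP read after overnight thapsigargin exposure of roughly 18 to 22 hours; normalized against plate controls of thapsigargin alone and 5% DMSO vehicle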
# NOD2 inhibition: NOD2 signaling inhibitors, cell-based, luminescence, uHTS, HEK293 (AID 1566); HEK293 NOD2/NF-kB luciferase reporter, luminescence; higher % means a stronger effect; one-dose inhibition, % at 4 µM; EC50 in µM for titrated hits; hit rate 0.63% among 290,000; also: many of its hits are not listed in these tables
# M17LAP inhibition: P. falciparum M17LAP inhibitors, primary screen, biochemical, fluorogenic H-Leu-NHMec substrate, 1536-well (AID 1619); hit rate 0.38% among 220,000; inhibition, % at 30 µM, or IC50 in µM where a hit was titrated; Leucine aminopeptidase (Plasmodium falciparum (isolate 3D7)); recombinant M17LAP, H-Leu-NHMec fluorogenic kinetic assay; higher % means a stronger effect;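 active = compound inhibiting the enzyme by more than half at any dose during confirmatory dose-response retesting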;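 also: plate controls were full reaction with DMSO carrier for no effect and no enzyme background for full effect; strong numbers were not always called active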
# LYP inhibition: inhibitors of LYP phosphatase, biochemical, fluorescence intensity, uHTS (AID 1779). Tyrosine-protein phosphatase non-receptor type 22 (Homo sapiens). recombinant LYP phosphatase, fluorescence intensity; higher % means a stronger effect. inhibition, % at 11.5 µM, or IC50 in µM where a hit was titrated. hit rate 0.054% among 290,000;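 also: plate controls were vehicle with enzyme for no effect and no enzyme for full effect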
# XIAP antagonists: XIAP antagonists, biochemical, IAP family, fluorescence polarization (AID 1018); XIAP BIR domain, fluorescence polarization peptide displacement; higher % means a stronger effect; one-dose displacement, % at 20 µM; IC50 in µM for titrated hits; hit rate 0.007% among 200,000; in the data active = displacement above about 50%; also: a part of the inactive calls stands beside numbers as strong as those of hits
# AID2073: inhibitors of Mint1-CaV2.2 protein interaction, biochemical, HTRF (AID 2073). HTRF protein-protein interaction, Mint1-CaV2.2; higher % means a stronger effect. hit rate 0.19% among 290,000. Voltage-dependent N-type calcium channel subunit alpha-1B (Homo sapiens). inhibition, % at 20 µM, or IC50 in µM where a hit was titrated; in the data active = inhibition mostly above about 51%, no sharp cut-off; also: some results filed as inactive read as strong as hits
# P. falciparum M1AAP: P. falciparum M1AAP inhibitors, biochemical, fluorogenic H-Leu-NHMec substrate, 1536-well (AID 1445). Aminopeptidase N (Plasmodium falciparum (isolate 3D7)). recombinant M1AAP, H-Leu-NHMec fluorogenic kinetic assay; higher % means a stronger effect. inhibition, % at 30 µM, or IC50 in µM where a hit was titrated. hit rate 0.42% among 220,000;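 active = primary inhibition above the hit cutoff, then over 50% inhibition at one or more dose response concentrations, cut at about 23% in these data, passing the limit was not always enough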;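 also: plate controls were DMSO full reaction for no effect and no enzyme background for full effect; strong numbers were not always called active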
# Hep lipid drop cells 6.5 µM: recorded beside Hep lipid drop, whose call it bears; cell count; measured here: cell count, cytotoxicity flag;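 cells counted across two imaged fields per well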
# The depositor's hits bear a star; i = inactive; · = not tested or not shown. Rule as the data show it, unless noted: active = inhibition above about 50%; inactive = the rest. Only part of the results is shown; count on the stated rates, not on these rows.
Molecule	Siah-1 displacement	Hep lipid drop	Hep lipid drop cells 6.5 µM	ER stress rescue	NOD2 inhibition	M17LAP inhibition	LYP inhibition	XIAP antagonists	AID2073	P. falciparum M1AAP
CC(C)NC(=O)COc1ccccc1C#N	21%	-13	731	0.9%	-2%	0%	-8%	-5.5%	9%	10%
Cc1nn(Cc2ccccc2Cl)c(C)c1NC(=O)c1ccn(C)n1	8%	-5	750	-2.1%	8%	-14%	-8%	-0.8%	-4%	6%
CCCc1nn(C)c2c1C(c1ccncc1)C(C#N)=C(N)O2 (stereo not drawn)	0%	·	·	2.3%	1%	-4%	2%	-0.1%	-1%	6%
CCc1nnc(NC(=O)CSc2nnnn2-c2cccc(C(=O)OC)c2)s1	-2%	-7	729	-2.5%	32%	-4%	-10%	-3.9%	-1%	10%
Cc1cnc(C(=O)OCC(=O)Nc2ccc(C)c(S(=O)(=O)N3CCCCC3)c2)cn1	-2%	-55	575	0.0%	18%	5%	0%	-4.8%	-1%	3%
Cc1ccc(S(=O)(=O)NCc2csc(-c3cccs3)n2)cc1	18%	4	660	·	21%	0%	0%	·	11%	5%
O=C(NC1CCCC1)c1ccc(S(=O)(=O)N2CCOCC2)cc1	3%	-1	702	1.6%	18%	-11%	-5%	-4.7%	16%	9%
CC1Cc2ccccc2N1C(=O)COC(=O)c1cccnc1Cl (stereo not drawn)	3%	·	·	1.4%	11%	0%	-4%	-1.1%	2%	-1%
C=COCCNC(=O)C(=O)NC(C)C	3%	·	·	-1.2%	-1%	-1%	-6%	-1.6%	1%	7%
Cc1ccc(CN(Cc2ccco2)C(=S)NCC(=O)NC2CC2)cc1	-3%	1	718	0.1%	0%	19%	-4%	-4.3%	-14%	3%
CCOC(=O)C1CCCN(S(=O)(=O)c2ccc3c(c2)N(C)C(=O)CC(=O)N3C)C1 (stereo not drawn)	-4%	-10	697	·	2%	·	-11%	·	-22%	·
O=C(CSc1nnc(NC(=O)C2CC2)s1)NCc1cccs1	1%	15	714	-0.9%	8%	-2%	-5%	-5.7%	-3%	1%
Cc1ccc(S(=O)(=O)N2CCOCC2)cc1NC(=O)COC(=O)CSc1ccc(Br)cc1C	13%	-4	756	-2.0%	-6%	5%	4%	-9.1%	-4%	-4%
C=CCOc1ccc(/C=N/NC(=O)c2c(C)nc3ccc(Cl)cn23)cc1	12%	1	814	·	5%	·	-7%	·	7%	·
COc1ccc(-c2cc3nc(C)c(CCC(=O)NC(C)CCc4ccco4)c(C)n3n2)c(OC)c1 (stereo not drawn)	2%	10	768	0.1%	-13%	5%	-3%	-7.0%	17%	12%
CCN1C(=O)C(CC(=O)Nc2ccc(OC)cc2)N(Cc2ccc(OC)c(OC)c2)C1=S (stereo not drawn)	-4%	-18	704	·	16%	2%	-6%	·	-2%	5%
Cc1cc(C)c(C#N)c(SCc2[nH]nc3c2C(c2ccccc2)C(C#N)=C(N)O3)n1 (stereo not drawn)	4%	-17	659	-0.6%	-4%	41%	2%	-6.4%	4%	6%
CCOC(=O)C1=C(CS(=O)(=O)c2ccc(C)cc2)NC(=O)NC1c1cc(OC)c(O)c(OC)c1 (stereo not drawn)	13%	-19	741	·	-10%	·	-11%	·	8%	·
O=C(COC(=O)/C=C/c1ccccc1[N+](=O)[O-])NCC1CCCO1 (stereo not drawn)	0%	5	712	-0.9%	-4%	-3%	3%	-5.6%	-8%	-1%
O=C(COc1ccc2c(c1)oc(=O)c1ccccc12)NCCCN1CCOCC1	1%	-4	787	·	21%	·	-15%	·	16%	·
Cn1cnc(S(=O)(=O)NCc2cccs2)c1	23%	11	810	17%	14%	-12%	-8%	-3.1%	-11%	1%
Cc1ccc(C)c(Nc2ccc(C(=O)NCCc3ccccc3)cn2)c1	2%	13	617	0.5%	-2%	16%	4%	-2.2%	5%	0%
Cc1cc(NC(=O)CCC(=O)N(CCC(C)C)C(C(=O)NC2CCCC2)c2cccnc2)no1 (stereo not drawn)	-2%	·	·	-0.4%	-3%	13%	4%	-1.7%	6%	4%
COc1ccccc1NC(=O)CN1CCN(Cc2ccccc2)CC1	-3%	-12	654	·	9%	11%	-10%	-4.6%	-2%	3%
COC(=O)CN(C(=S)Nc1ccc(Cl)cc1)C1CC(=O)N(c2ccc(OC)cc2)C1=O (stereo not drawn)	5%	·	·	-0.9%	2%	-6%	3%	-2.8%	-25%	1%
COc1cccc(NC(=S)NN=C2CCC(C(C)(C)C)CC2)c1 (stereo not drawn)	-14%	-2	700	3.2%	0%	-1%	-5%	-9.2%	3%	-1%
CC(=O)Nc1ccc(NC(=O)CSc2ccc(C)cc2)cc1	-3%	1	713	-6.0%	-13%	-3%	-3%	-0.7%	-1%	2%
CCCCON1C(=O)c2cccc3cccc(c23)C1=O	2%	-1	814	·	1%	·	-10%	·	13%	·
CC(=O)NN1C(=O)c2ccc3c4c(ccc(c24)C1=O)C(=O)N(NC(C)=O)C3=O	49%	-6	773	·	31%	·	-6%	·	1%	·
COc1ccc(OCCSc2nnc3sc4ccccc4n23)cc1	2%	·	·	-1.7%	-36%	0%	-10%	-2.8%	1%	11%
Cc1ccc(NS(=O)(=O)c2ccc(NC(=O)C(C)Sc3ccc(Cl)cc3)cc2)c(C)c1 (stereo not drawn)	-4%	-36	678	-0.7%	8%	-11%	4%	-4.1%	11%	2%
O=C(O)CC1(CC(=O)Nc2ccccc2N2CCOCC2)CCCC1	0%	1	702	·	-10%	-2%	-5%	·	-8%	8%
O=C1Nc2ccc(Br)cc2/C1=C/C(=O)c1ccc2c(c1)OCO2	17%	2	696	·	-21%	3%	3%	·	-3%	4%
CC1CN(S(=O)(=O)c2cccc(C(=O)Nc3ccc(S(=O)(=O)Nc4ncccn4)cc3)c2)CC(C)O1 (stereo not drawn)	1%	26	777	-0.8%	13%	3%	-6%	·	-14%	4%
Cc1cc(C)n(-c2ccc(Cl)c(C(=O)Nc3cc(C(F)(F)F)ccc3Cl)n2)n1	i	-8	643	-2.1%	10%	-1%	-3%	-2.0%	35%	3%
CC(C)CC(=O)NC(=S)Nc1ccc(S(=O)(=O)Nc2nccs2)cc1	1%	0	638	-0.2%	-2%	38%	-3%	-1.0%	10%	13%
COc1ccc(S(=O)(=O)N2CCOCC2)cc1NC(=O)Cc1ccc(Cl)c(Cl)c1	-6%	-8	639	1.4%	-1%	-6%	4%	-3.6%	0%	4%
COc1cc(/C=N/O)cc(Br)c1OS(=O)(=O)c1ccc(C)cc1	2%	·	·	0.4%	22%	9%	-7%	-4.5%	-10%	4%
CC(C)(C)OC(=O)NCCc1nnc(SCC(N)=O)o1	1%	·	·	1.2%	1%	2%	-5%	-15%	-7%	14%
Cc1cc(/C=C(\C#N)C(=O)N2CCCCC2)cc(C)c1O	-4%	1	840	·	22%	·	-7%	·	-3%	·
COc1ccc2c(c1)[nH]c1c(=O)n(CCN3CCCC3)cnc12	5%	0	761	0.6%	-3%	3%	-11%	-3.3%	-3%	1%
Cc1cc(=O)[nH]c(N2CCN(C(=O)c3ccco3)CC2)n1	0%	34	712	·	-1%	·	-6%	·	-4%	·
O=C(CN1C(=O)CC(c2ccccc2)=Nc2ccccc21)NCc1ccccc1	16%	30	747	-1.7%	13%	15%	-1%	-0.8%	11%	14%
CCOC(=O)CNC(=S)N(CCCN1CCCCC1)Cc1cccs1	1%	5	677	-4.9%	7%	-1%	-3%	-2.1%	-12%	12%
CCCCCN(C(=O)NC(=O)Nc1ccccc1C)S(=O)(=O)c1ccccc1	-13%	0	683	0.3%	28%	0%	-5%	-10%	-5%	-1%
CC(=O)c1ccc(S(=O)(=O)N2Cc3ccccc3CC2C(=O)O)cc1 (stereo not drawn)	23%	17	824	·	-24%	-5%	-6%	·	12%	0%

# Full records as entered above. Order of screens: Siah-1 displacement	Hep lipid drop	Hep lipid drop cells 6.5 µM	ER stress rescue	NOD2 inhibition	M17LAP inhibition	LYP inhibition	XIAP antagonists	AID2073	P. falciparum M1AAP
# Shown for `CC(=O)NN1C(=O)c2ccc3c4c(ccc(c24)C1=O)C(=O)N(NC(C)=O)C3=O` : 49%	-6	773	·	31%	·	-6%	·	1%	·
# Shown for `CCOC(=O)CNC(=S)N(CCCN1CCCCC1)Cc1cccs1` : 1%	5	677	-4.9%	7%	-1%	-3%	-2.1%	-12%	12%

# Structures listed so far containing an aryl methoxy group, in the order listed:
Molecule	Siah-1 displacement	Hep lipid drop	Hep lipid drop cells 6.5 µM	ER stress rescue	NOD2 inhibition	M17LAP inhibition	LYP inhibition	XIAP antagonists	AID2073	P. falciparum M1AAP
COc1ccc(-c2cc3nc(C)c(CCC(=O)NC(C)CCc4ccco4)c(C)n3n2)c(OC)c1 (stereo not drawn)	2%	10	768	0.1%	-13%	5%	-3%	-7.0%	17%	12%
CCN1C(=O)C(CC(=O)Nc2ccc(OC)cc2)N(Cc2ccc(OC)c(OC)c2)C1=S (stereo not drawn)	-4%	-18	704	·	16%	2%	-6%	·	-2%	5%
CCOC(=O)C1=C(CS(=O)(=O)c2ccc(C)cc2)NC(=O)NC1c1cc(OC)c(O)c(OC)c1 (stereo not drawn)	13%	-19	741	·	-10%	·	-11%	·	8%	·
COc1ccccc1NC(=O)CN1CCN(Cc2ccccc2)CC1	-3%	-12	654	·	9%	11%	-10%	-4.6%	-2%	3%
COC(=O)CN(C(=S)Nc1ccc(Cl)cc1)C1CC(=O)N(c2ccc(OC)cc2)C1=O (stereo not drawn)	5%	·	·	-0.9%	2%	-6%	3%	-2.8%	-25%	1%
COc1cccc(NC(=S)NN=C2CCC(C(C)(C)C)CC2)c1 (stereo not drawn)	-14%	-2	700	3.2%	0%	-1%	-5%	-9.2%	3%	-1%
COc1ccc(OCCSc2nnc3sc4ccccc4n23)cc1	2%	·	·	-1.7%	-36%	0%	-10%	-2.8%	1%	11%
COc1ccc(S(=O)(=O)N2CCOCC2)cc1NC(=O)Cc1ccc(Cl)c(Cl)c1	-6%	-8	639	1.4%	-1%	-6%	4%	-3.6%	0%	4%
COc1cc(/C=N/O)cc(Br)c1OS(=O)(=O)c1ccc(C)cc1	2%	·	·	0.4%	22%	9%	-7%	-4.5%	-10%	4%
COc1ccc2c(c1)[nH]c1c(=O)n(CCN3CCCC3)cnc12	5%	0	761	0.6%	-3%	3%	-11%	-3.3%	-3%	1%
